Bioassay records (PubChem BioAssay)
TNAP inh hi DEA: inhibitors of human TNAP at high phosphate acceptor concentration. P05186. purified TNAP, CDP-star luminescence, 1 M DEA. AID 1135. inhibition, % at 20 µM. actives 0.03% (n = 200,000);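 active means over 50% inhibition of tissue-nonspecific alkaline phosphatase at 20 µM in the single-dose screen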;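 further: plate controls were DMSO wells for no effect and EDTA-quenched wells as full inhibition for full effect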
Target sequence (P05186 whole entry, looked up): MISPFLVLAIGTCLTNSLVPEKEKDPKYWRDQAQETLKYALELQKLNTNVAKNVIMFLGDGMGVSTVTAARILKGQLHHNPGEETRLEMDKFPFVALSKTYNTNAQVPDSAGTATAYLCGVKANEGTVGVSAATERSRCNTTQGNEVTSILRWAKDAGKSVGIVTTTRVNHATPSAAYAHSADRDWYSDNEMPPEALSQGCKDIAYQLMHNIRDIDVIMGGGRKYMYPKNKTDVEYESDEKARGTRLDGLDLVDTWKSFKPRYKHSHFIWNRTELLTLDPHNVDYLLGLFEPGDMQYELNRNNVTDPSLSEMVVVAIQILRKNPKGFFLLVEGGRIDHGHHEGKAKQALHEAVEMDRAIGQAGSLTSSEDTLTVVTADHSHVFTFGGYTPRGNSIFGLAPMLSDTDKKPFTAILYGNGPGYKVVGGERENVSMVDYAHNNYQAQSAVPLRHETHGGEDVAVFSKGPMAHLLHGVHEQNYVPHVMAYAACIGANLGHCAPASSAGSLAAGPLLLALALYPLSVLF
Lmaj promast: reduces viability of Leishmania major promastigotes. resazurin fluorescence viability. AID 1063. actives 9% (n = 200,000). inhibition, % at 10 µM; in the data active means inhibition above about 50%;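 further: promastigotes grown with compound for 44 hours at 28 °C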
bIAP activator: increases bovine intestinal alkaline phosphatase activity; purified bovine IAP, CDP-star luminescence, 30 min; active compounds read high; fold of DMSO-control signal, blank-subtracted; activation factor at 20 µM; actives 0.17% (n = 200,000);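 active means activation factor of 2 or more at 20 µM, a signal rise over negative controls twice the positive control's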
Diaph inh CS: inhibits diaphorase or chemically oxidizes, flagging diaphorase assay artifacts | diaphorase resazurin-to-resorufin fluorescence, NADH, 16 min; bacterial (C. kluyveri) enzyme, not human | inhibition, % at 20 µM | actives 0.69% (n = 190,000);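 active means primary screen inhibition at 20 µM above a set limit, cut at about 50% in these data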;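 further: plate controls were DMSO with full reaction for no effect and wells lacking NADH for full effect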
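Test system: bacterial diaphorase enzyme (C. kluyveri); Quantity: 0.14 U/mL diaphorase, enzyme working solution; Times: reaction incubation of 16 min at room temperature; Measured by: fluorescence of resorufin formed from resazurin, Ex 544/Em 590 nm; Benchmarks: positive control minus NADH, DMSO neutral control.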
PMI act hi M6P: increases human PMI activity with near-saturating mannose 6-phosphate; P34949; coupled PMI enzyme assay, resazurin fluorescence, 20 min; active compounds read high; 1 = untreated enzyme, 0 = substrate-free blank; activation factor at 20 µM; actives 0.34% (n = 190,000); AID 1216;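 active means activation factor of 2 or more at 20 µM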
Target sequence (P34949 whole entry, looked up): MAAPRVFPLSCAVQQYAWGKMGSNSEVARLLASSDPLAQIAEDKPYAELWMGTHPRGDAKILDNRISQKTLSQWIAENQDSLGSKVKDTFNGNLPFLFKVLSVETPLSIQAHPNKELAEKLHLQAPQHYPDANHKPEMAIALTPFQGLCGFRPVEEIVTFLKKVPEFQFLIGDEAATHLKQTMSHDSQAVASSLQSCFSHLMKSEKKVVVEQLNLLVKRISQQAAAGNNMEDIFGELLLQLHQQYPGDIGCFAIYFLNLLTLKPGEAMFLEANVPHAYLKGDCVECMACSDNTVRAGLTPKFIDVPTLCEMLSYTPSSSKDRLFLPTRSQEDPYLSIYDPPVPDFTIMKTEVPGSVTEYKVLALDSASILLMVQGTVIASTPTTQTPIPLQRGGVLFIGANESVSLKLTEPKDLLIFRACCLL
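Test system: Human PMI in coupled enzyme assay | Input: 15 ng/mL PMI | Medium: HEPES-buffered pH 7.4 with magnesium and detergent | Compound: One concentration, 20 µM, in 1% DMSO | Incubation: Enzyme reaction with compound 20 min at room temperature | Detection: Diaphorase-driven resazurin-to-resorufin fluorescence, excitation 544, emission 590 nm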
PMI activator: phosphomannose isomerase (human) activation; P34949; purified human PMI, coupled resazurin fluorescence, 20 min; active compounds read high; 1 = vehicle control, 0 substrate-free wells; activation factor at 20 µM; actives 0.005% (n = 190,000); AID 1214;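 active means activation factor of 2 or more at 20 µM, relative to plate controls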
bIAP inh: blocks bovine intestinal alkaline phosphatase activity | purified bovine IAP, CDP-star luminescence, 30 min | inhibition, % at 20 µM | 190,000 tested, under 10 active;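 active means over 50% inhibition of intestinal alkaline phosphatase at 20 µM in the single-dose screen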
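Incubation: 30 min reaction at room temperature / Material: purified bovine intestinal alkaline phosphatase (IAP) enzyme / Input: enzyme at 1/65,000,000 dilution / Dosing: 20 µM single dose / Signal: CDP-star luminescence signal / Reagent: CDP-star chemiluminescent phosphatase substrate, 30 µM final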
TNAP inh noacc: blocks human TNAP activity with no phosphate acceptor present; inhibition, % at 20 µM; actives 0.26% (n = 200,000); P05186; purified TNAP, CDP-star luminescence, 30 min;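 active means tissue-nonspecific alkaline phosphatase inhibition above about 50% at 20 µM in the single-dose screen, limit read from the data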;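 further: 0% = DMSO negative control and 100% = EDTA positive control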
TNAP act hiacc: activators of human TNAP at high phosphate acceptor concentration; AID 1136; 200,000 tested, under 10 active; purified TNAP, CDP-star luminescence, 1 M DEA, 30 min; active compounds read high; 0 = EDTA background, 1 = DMSO-only activity; activation factor at 20 µM;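 active means activation factor at least 2 at 20 µM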
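Measured by: Luminescent substrate turnover signal | Test system: Human TNAP | Input: TNAP 1/800 final | Dosing: 20 µM single point | Schedule: 30 min, room temperature | Controls: EDTA wells as negative control, DMSO wells as positive control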
Diaphorase act: diaphorase activation or chemical reduction counter-screen; activation factor at 20 µM; actives 0.005% (n = 190,000); Diaphorase/resazurin coupled assay, resorufin fluorescence, 16 min; active compounds read high; 1 = vehicle wells, 0 = NADH-free wells;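 active means diaphorase activity raised at least twofold by the compound at 20 µM; inactive means activation factor below 2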
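Material: purified diaphorase enzyme from Clostridium kluyveri / Medium: HEPES pH 7.4 buffer with MgCl2 and Tween 20 / Schedule: enzyme reaction of 16 min at room temperature / Measured by: resorufin fluorescence, excitation 544 nm, emission 590 nm / Evaluation: rise in resorufin formation, marking diaphorase activation or chemical reduction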
Starred values were filed as active, the others as inactive; nt = no result given.

1	COc1ccc(NC(=O)c2sc(N)nc2-c2ccccc2)cc1
2	CC1CCCC/C1=N/Nc1ccc([N+](=O)[O-])cc1[N+](=O)[O-] (configuration not stated)
3	Cn1c(CCc2nc3ccccc3[nH]2)n[nH]c1=S
4	CCN(CC)C(=O)c1ccc(COc2ccccc2Cl)cc1
5	COCCNC(=O)C(C)N(c1ccc(Oc2ccccc2)cc1)S(C)(=O)=O (configuration not stated)
6	CC(C)C[C@H](NC(=O)Nc1ccc(Oc2ccccc2)cc1)C(=O)O
7	COc1ccc(CNC(=O)CS(=O)Cc2nc(-c3ccccc3C)oc2C)cc1 (configuration not stated)
8	COc1ccc(-n2nnnc2SCC(=O)N2CCOCC2)cc1
9	COc1cccc(/C=N/NC(=O)c2cc3cc([N+](=O)[O-])ccc3s2)c1O
10	O=C(CCSc1ccccc1Cl)Nc1cccc([N+](=O)[O-])c1
assay / compound,1,2,3,4,5,6,7,8,9,10
TNAP inh hi DEA,-4,4,0,-6,-3,-5,-4,-2,19,-1
Lmaj promast,3,-3,-4,63*,6,-5,3,-8,100*,5
bIAP activator,1,0.1,1.2,1.1,1,0.9,1,0.9,1.1,1
Diaph inh CS,6,11,-2,0,5,5,26,2,1,22
PMI act hi M6P,1,1,1.1,1.1,1,1.2,0.9,0.9,1.4,0.9
PMI activator,1.1,1,1.1,1,0.9,1.2,1,1,1.2,0.7
bIAP inh,3,nt,-23,-5,3,8,-4,12,-8,-2
TNAP inh noacc,0,18,-21,-8,-16,-11,-4,-21,-111,-2
TNAP act hiacc,1,1,1,1.1,1,1,1,1,0.8,1
Diaphorase act,0.9,0.9,1,1,0.9,0.9,0.7,1,1,0.8

11	O=C(Nc1ccccc1)N(CCCN1CCOCC1)Cc1cc2cc3c(cc2[nH]c1=O)OCCO3
12	Cc1cccc(C)c1NC(=S)N1CCC(c2ccccc2)C1 (configuration not stated)
13	CCS(=O)(=O)N1Cc2ccccc2CC1C(=O)Nc1nc2ccc(C)cc2s1 (configuration not stated)
14	COc1cccc(OCc2nnc(SC)n2C)c1
15	O=C(C1c2ccccc2C(=O)N2CCc3ccccc3C12)N1CCN(Cc2ccccc2)CC1 (configuration not stated)
16	CC(/C=C/c1ccco1)=N/NC(=O)CNc1ccccc1C
17	CCCCCC(=O)Nc1ccc(C(=O)N/N=C/c2ccc([N+](=O)[O-])cc2)cc1
18	COc1ccc(Nc2nnc(SCc3cc(=O)n4ccsc4n3)s2)cc1
19	CC(=O)C(Cc1ccc(Cl)nc1)Cc1ccc(Cl)nc1
20	O=C1CC(N2CCC(c3nc4ccccc4[nH]3)CC2)C(=O)N1c1ccccc1F (configuration not stated)
assay / compound,11,12,13,14,15,16,17,18,19,20
TNAP inh hi DEA,-4,-4,6,-4,-3,0,0,-3,-3,-2
Lmaj promast,11,25,92*,-2,3,12,35,-1,0,-4
bIAP activator,0.7,1,1,1,1,1.1,0.8,1.1,1,1
Diaph inh CS,-10,-6,13,3,17,10,5,29,13,7
PMI act hi M6P,1,1.1,1,1,0.9,1,1.1,0.8,1,1.1
PMI activator,1.1,1.1,1,1,0.9,1.1,1.1,1,1,1
bIAP inh,32,-4,-3,4,4,-8,21,-6,-2,0
TNAP inh noacc,-8,-11,-10,-9,-5,-6,-14,-2,-8,-17
TNAP act hiacc,1,1,0.9,1,1,1,1,1,1,1
Diaphorase act,1.1,1.1,0.9,1,0.8,0.9,1,0.7,0.9,0.9

21	COc1ccccc1CNC(=O)COC(=O)[C@H](Cc1c[nH]c2ccccc12)NC(=O)c1cccs1
22	Cc1cc(C(F)F)n2nc(C(=O)Nc3cccnc3Cl)nc2n1
23	COc1cccc(N2CC(C(=O)Oc3ccc4ccccc4c3)CC2=O)c1 (configuration not stated)
24	Cc1cc(C)nc(NS(=O)(=O)c2ccc(NC(=O)C3(c4ccccc4)CCCC3)cc2)n1
25	O=C(CCCCl)OCc1cn(-c2ccc(Cl)cc2)nn1
26	COc1ccc(CSCC(=O)Nc2ccccc2SC)cc1
27	COc1ccc(NC(=O)Cc2coc3ccc4ccccc4c23)cc1S(=O)(=O)N1CCOCC1
28	O=C(NC1CCCCC1)C(c1ccncc1)N(Cc1ccc2c(c1)OCO2)C(=O)c1cnsn1 (configuration not stated)
29	O=C(c1cc2cc(C(F)(F)F)ccc2s1)N1CCOCC1
30	CC(C)CCN1CCC(N)=NC1=O
assay / compound,21,22,23,24,25,26,27,28,29,30
TNAP inh hi DEA,-5,-6,1,0,1,-2,-8,-2,-6,-2
Lmaj promast,-6,6,6,-5,-8,-6,78*,-1,-12,-5
bIAP activator,1,0.9,1,0.9,1.1,1.1,0.9,1.2,0.9,1
Diaph inh CS,35,8,9,6,4,6,19,7,6,2
PMI act hi M6P,0.9,1,1,1,1,0.9,0.9,0.8,1.1,1
PMI activator,0.8,0.9,1,0.9,1.1,0.9,0.8,0.9,1.1,1
bIAP inh,-2,9,3,6,-9,-8,12,-18,6,3
TNAP inh noacc,0,-8,-13,-8,-4,-19,-13,-6,-17,-9
TNAP act hiacc,1,1.1,1,1,1,1,1.1,1,1.1,1
Diaphorase act,0.6,0.9,0.9,0.9,1,0.9,0.8,0.9,0.9,1

Next part, starting with the last 3 of the part before.
28	O=C(NC1CCCCC1)C(c1ccncc1)N(Cc1ccc2c(c1)OCO2)C(=O)c1cnsn1 (configuration not stated)
29	O=C(c1cc2cc(C(F)(F)F)ccc2s1)N1CCOCC1
30	CC(C)CCN1CCC(N)=NC1=O
31	COc1ccc(N2CCN(C(=O)CN(c3ccccc3)S(=O)(=O)c3ccc(OC)cc3)CC2)cc1
32	COc1cc(OC)cc(C(=O)N[C@H](C(=O)Nc2ccc(NC(C)=O)cc2)C(C)C)c1
33	O=C(Nc1ccc(Cl)c(Cl)c1)Nc1ccc(N2CCCC2)c(S(=O)(=O)Nc2ccccc2Cl)c1
34	CCC(=O)Oc1ccc(NC(=O)c2ccco2)cc1
35	CSc1nc(N2CCOCC2)c2c(c1C#N)CC(C)(C)OC2
36	CCOc1cc(C(=S)N2CCN(C)CC2)ccc1OCC(=O)N1CCOCC1
37	CC(=O)Nc1ccc2c(c1)CN(c1cc(C)ccc1C)CO2
38	COC(=O)C1=C(C)N(Cc2cccnc2)C(=O)/C1=C\c1cccs1
39	Cc1nnc(NC(=O)CSc2nc(CC(C)C)nc3c2c(=O)n(C)c(=O)n3C)s1
40	Cc1cc(C)n(CC(O)COc2ccccc2C)n1 (configuration not stated)
assay / compound,28,29,30,31,32,33,34,35,36,37,38,39,40
TNAP inh hi DEA,-2,-6,-2,4,-4,-2,-2,-2,2,-1,3,-6,1
Lmaj promast,-1,-12,-5,24,5,99*,0,16,-16,-9,0,-5,7
bIAP activator,1.2,0.9,1,1,1,1,1,0.9,1,0.9,0.9,0.9,0.9
Diaph inh CS,7,6,2,12,-9,22,20,13,10,8,25,14,-10
PMI act hi M6P,0.8,1.1,1,0.9,1,1,0.6,1,0.9,1,1,0.9,1
PMI activator,0.9,1.1,1,0.9,1,0.9,0.9,1,0.8,1,1,0.6,1
bIAP inh,-18,6,3,0,3,2,-1,8,5,5,6,9,9
TNAP inh noacc,-6,-17,-9,0,-7,-18,-3,0,-6,-14,5,-12,-2
TNAP act hiacc,1,1.1,1,1,1,1,1,1,1,1,1,1.1,1
Diaphorase act,0.9,0.9,1,0.9,1.1,0.8,0.8,0.9,0.9,0.9,0.8,0.9,1.1

41	CC(C)(CO)CNC(=O)c1ccc(OC2CCN(C(=O)C3CC3)CC2)cc1
42	COC(=O)c1ccc(CSc2nccn2C)cc1
43	COc1cc2nc(COc3ccccc3[N+](=O)[O-])oc(=O)c2cc1OC
44	O=C(NCc1n[nH]c(=S)n1Cc1ccccc1)c1ccc(Cl)cc1Cl
45	COc1ccc(C)cc1NC(=O)CN1CCN(S(=O)(=O)c2ccc(Cl)cc2)CC1
46	CN(CCO)CCOCCOc1cccc2ccccc12
47	O=C1c2cccnc2C(Nc2ccccc2Br)N1Cc1ccco1 (configuration not stated)
48	Oc1ccc(Cl)cc1CNn1cnnc1
49	CCCCOc1ccccc1NC(=O)c1scc2c1OCCO2
50	O=C(Nc1ccc2nsnc2c1)c1cccs1
assay / compound,41,42,43,44,45,46,47,48,49,50
TNAP inh hi DEA,-7,-3,-1,-4,-7,-3,-1,0,-2,-2
Lmaj promast,1,-3,-5,8,4,4,10,0,6,-7
bIAP activator,1.1,1,0.9,0.9,0.9,1,0.9,1,0.8,0.6
Diaph inh CS,-10,3,12,20,21,4,18,7,27,12
PMI act hi M6P,1,1.3,1,1.1,1,0.9,1.1,1,0.8,0.9
PMI activator,1,1.1,1,1.1,1,1,1.1,1,0.9,0.8
bIAP inh,-12,3,8,10,11,-1,6,-1,23,39
TNAP inh noacc,-8,4,-19,-28,-2,-9,-7,-1,-4,-9
TNAP act hiacc,1.1,1,1,1,1.1,1,1,1,1,1
Diaphorase act,1.1,1,0.9,0.8,0.8,1,0.8,0.9,0.7,0.9

51	Cc1ccccc1OCC(=O)N/N=C/c1cccc(Oc2ccc([N+](=O)[O-])cc2[N+](=O)[O-])c1
52	C=CCc1cccc2cc(C(=O)NC)c(=O)oc12
53	Cc1ccc(N(CC(=O)N2CCc3ccccc32)S(=O)(=O)c2cccs2)cc1
54	COC(=O)c1ccc(OCC2c3cc(OC)c(OC)cc3CCN2C(C)=O)cc1 (configuration not stated)
55	CN(c1ccc(C(=O)NCC2CCCO2)cc1)S(C)(=O)=O (configuration not stated)
56	S=C(Nc1cccc(Cl)c1)Nc1cccc2cnccc12
assay / compound,51,52,53,54,55,56
TNAP inh hi DEA,1,-3,-8,-3,-4,2
Lmaj promast,74*,-2,8,14,-1,9
bIAP activator,0.8,1,0.8,1.1,1,1
Diaph inh CS,38,3,23,4,13,45
PMI act hi M6P,0.9,1,0.9,1,1,0.5
PMI activator,0.9,0.9,0.9,1.1,1,0.4
bIAP inh,19,-3,19,-8,4,-4
TNAP inh noacc,-10,-1,-17,-9,-18,6
TNAP act hiacc,1,1,1.1,1,1,1
Diaphorase act,0.6,1,0.8,1,0.9,0.6
